UPR XBP1 act = activators of adaptive arm of unfolded protein response (XBP1); activation, % at 20 µM; 330,000 compounds, 0.33% hits; CHO-XBP1 luciferase reporter, IRE1-XBP1 UPR activation, luminescence; percent of tunicamycin response, DMSO as zero;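 active means versus positive control, 20 µM dose yields 30% or more activation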;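 further: 100% = tunicamycin at 10 µg/mL and 0% = DMSO only wells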
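Material: IRE1-XBP1 luciferase reporter CHO line / Quantity: one thousand reporter cells per well / Buffer or medium: F12 with 10% serum / Compound: 20 µM single concentration, DMSO 1% / Times: 6 h treatment, 37 °C / Detection: Steady-Glo luciferase glow luminescence, 10 min after reagent addition / Benchmarks: tunicamycin high, DMSO low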
CHOP UPR activ = activators of apoptotic arm of unfolded protein response (CHOP); CHO-CHOP luciferase reporter, UPR activation, luminescence; percent of tunicamycin response over DMSO baseline; activation, % at 10 µM; 330,000 compounds, 0.34% hits;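 active means at 10 µM dose, activation of 40% or more, normalized to positive control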;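 further: 100% = tunicamycin at 10 µg/mL and 0% = DMSO alone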
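Assay system: CHO cells with stable CHOP pathway luciferase reporter; Buffer or medium: F12 plus 10% serum; Times: 16-18 h cell attachment, then 6 h compound exposure, 37 °C; Signal: luciferase luminescence; Read-out basis: percent activation relative to tunicamycin control; Control set: tunicamycin high control, DMSO low control.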
697 NFkB inh = lowers PMA/ionomycin-induced NF-kB signal in 697 B cells | 697 B-cell NF-kB luciferase reporter, 16 h | inhibition, % at 4 µM | 330,000 compounds, 0.33% hits; in the data active means inhibition above about 35%
Mdm2 MdmX PPI = human Mdm2/MdmX binding inhibition | SaOS-2 split-luciferase Mdm2/MdmX complementation, luminescence | inhibition, % at 8 µM | 330,000 compounds, 3% hits;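 active means inhibition of at least 50% at 8 µM in the primary screen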
Target sequence (O15151 whole entry, looked up): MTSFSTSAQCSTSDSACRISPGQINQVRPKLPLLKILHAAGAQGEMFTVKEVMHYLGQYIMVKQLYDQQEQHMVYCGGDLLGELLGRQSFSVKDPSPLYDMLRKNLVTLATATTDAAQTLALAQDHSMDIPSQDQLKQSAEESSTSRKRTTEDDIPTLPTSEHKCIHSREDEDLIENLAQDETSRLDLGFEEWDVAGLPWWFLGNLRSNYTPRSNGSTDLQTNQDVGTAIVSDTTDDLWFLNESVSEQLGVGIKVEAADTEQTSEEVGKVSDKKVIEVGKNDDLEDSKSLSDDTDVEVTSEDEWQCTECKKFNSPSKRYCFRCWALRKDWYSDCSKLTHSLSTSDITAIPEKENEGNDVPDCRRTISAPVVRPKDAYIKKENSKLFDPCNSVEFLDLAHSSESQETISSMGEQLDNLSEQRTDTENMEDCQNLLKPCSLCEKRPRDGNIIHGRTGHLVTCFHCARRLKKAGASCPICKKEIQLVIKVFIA
Target sequence (Q00987 whole entry, looked up): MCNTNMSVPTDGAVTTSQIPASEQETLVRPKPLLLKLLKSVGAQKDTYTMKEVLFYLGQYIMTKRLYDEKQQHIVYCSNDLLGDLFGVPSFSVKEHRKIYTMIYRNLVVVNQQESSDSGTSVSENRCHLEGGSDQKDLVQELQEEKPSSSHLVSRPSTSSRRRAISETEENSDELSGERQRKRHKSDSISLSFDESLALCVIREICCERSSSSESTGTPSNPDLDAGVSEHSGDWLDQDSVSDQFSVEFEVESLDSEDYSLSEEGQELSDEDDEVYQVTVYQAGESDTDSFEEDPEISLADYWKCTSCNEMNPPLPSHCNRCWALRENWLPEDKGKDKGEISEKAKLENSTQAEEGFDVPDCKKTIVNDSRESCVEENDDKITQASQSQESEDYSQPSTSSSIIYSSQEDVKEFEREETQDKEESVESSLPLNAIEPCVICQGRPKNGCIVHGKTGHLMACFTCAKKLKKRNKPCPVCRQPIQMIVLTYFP
Jurkat NFkB inh = lowers PMA/ionomycin-induced NF-kB signal in Jurkat cells; PMA/ionomycin-induced NF-kB luciferase reporter, luminescence; inhibition, % at 4 µM; 330,000 compounds, 0.53% hits; AID 435003; in the data active means inhibition above about 50%
tim10-1 inh = growth inhibitors of tim10-1 mutant yeast | S. cerevisiae tim10-1 ts strain growth, BacTiter-Glo, 24 h | AID 463190 | 330,000 compounds, 2.2% hits | inhibition, % at 20 µM;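 active means inhibition of at least 40%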;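 further: mutant grown at 25 °C; 0% = DMSO wells with yeast and 100% = wells holding no yeast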
tim23-1 inh = growth inhibitors of tim23-1 mutant yeast; 330,000 compounds, 1.3% hits; S. cerevisiae tim23-1 growth, BacTiter-Glo luminescence, 24 h; inhibition, % at 20 µM;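 active means growth inhibition of the mutant yeast at or above 50%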;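 further: temperature-sensitive mutant grown at 25 °C; plate controls were DMSO-treated mutant yeast for no effect and medium wells lacking yeast for full effect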
TIM10 inh = growth inhibitors of TIM10 yeast strain; inhibition, % at 10 µM; AID 463195; S. cerevisiae TIM10 strain growth, BacTiter-Glo luminescence, 24 h; 330,000 compounds, 1.4% hits;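 active means inhibition of 40% or more at the single tested concentration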;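 further: wild-type TIM10 isogenic control strain grown at permissive 25 °C; 0% = DMSO yeast wells and 100% = minimal medium wells without yeast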
* = called active by the depositor.

Results for O=[N+]([O-])c1ccn(-c2nc(-c3ccccc3)cc(C(F)(F)F)n2)n1 ?
UPR XBP1 act: -1; CHOP UPR activ: -0.3; 697 NFkB inh: 39*; Mdm2 MdmX PPI: 22; Jurkat NFkB inh: -11; tim10-1 inh: 14; tim23-1 inh: 33; TIM10 inh: 3

How did COc1cccc(CN(C)C(=O)CCNC(=O)c2ccc(Br)cc2)c1 do in these assays?
UPR XBP1 act: -4; CHOP UPR activ: 1.3; 697 NFkB inh: -2; Mdm2 MdmX PPI: 6; Jurkat NFkB inh: -2; tim10-1 inh: 9; tim23-1 inh: -5; TIM10 inh: -47

Results for CCn1ccc(C(=O)Nc2cccc(Cl)c2)n1 ?
UPR XBP1 act: 5; CHOP UPR activ: 4.9; 697 NFkB inh: -39; Mdm2 MdmX PPI: -58; Jurkat NFkB inh: -64; tim10-1 inh: 3; tim23-1 inh: 8; TIM10 inh: 4

Results for O=C(CCC1CCCC1)NCCCNC(=O)CCC1CCCC1 ?
UPR XBP1 act: -5; CHOP UPR activ: -0.5; 697 NFkB inh: 14; Mdm2 MdmX PPI: 26; Jurkat NFkB inh: 15; tim10-1 inh: 8; tim23-1 inh: 4; TIM10 inh: -2

Results for COc1ccc(/C=N/Nc2nonc2N)cc1 ?
UPR XBP1 act: 5; CHOP UPR activ: 2.7; 697 NFkB inh: -24; Mdm2 MdmX PPI: -8; Jurkat NFkB inh: -17; tim10-1 inh: -3; tim23-1 inh: -1; TIM10 inh: 5

Results for N#Cc1ccsc1NC(=O)COc1ccc(-c2nnco2)cc1 ?
UPR XBP1 act: 4; CHOP UPR activ: 5.1; 697 NFkB inh: -6; Mdm2 MdmX PPI: -94; Jurkat NFkB inh: -17; tim10-1 inh: 0; tim23-1 inh: 10; TIM10 inh: 15

How did CC(C)c1nnc(SCC(=O)NCc2ccco2)n1C do in these assays?
UPR XBP1 act: 0; CHOP UPR activ: -0.2; 697 NFkB inh: -8; Mdm2 MdmX PPI: 30; Jurkat NFkB inh: 9; tim10-1 inh: 17; tim23-1 inh: 6; TIM10 inh: -2

Results for COC(=O)c1sc(NC(=O)CSc2nnnn2C)nc1C ?
UPR XBP1 act: 0; CHOP UPR activ: 1.9; 697 NFkB inh: -45; Mdm2 MdmX PPI: 7; Jurkat NFkB inh: -26; tim10-1 inh: -10; tim23-1 inh: 2; TIM10 inh: 9

Results for CCCCn1c(N)c(N(CCOC)C(=O)c2cc(S(=O)(=O)N3CCCCC3)ccc2Cl)c(=O)[nH]c1=O ?
UPR XBP1 act: -5; CHOP UPR activ: 1.4; 697 NFkB inh: 7; Mdm2 MdmX PPI: 24; Jurkat NFkB inh: -1; tim10-1 inh: 0; tim23-1 inh: 16; TIM10 inh: -3

What do the screens show for `Cc1cccc(NC(=S)N=Nc2c(O)n(C)c3ccc(S(=O)(=O)N4CCOCC4)cc23)c1`?
UPR XBP1 act: -1; CHOP UPR activ: 8.1; 697 NFkB inh: -7; Mdm2 MdmX PPI: 54*; Jurkat NFkB inh: 3; tim10-1 inh: 16; tim23-1 inh: 16; TIM10 inh: 20

How did O=C(c1ccc(-c2ccccc2)cc1)C1CCCN(Cc2ccncc2)C1 (centres undefined) do in these assays?
UPR XBP1 act: 0; CHOP UPR activ: 3.8; 697 NFkB inh: -9; Mdm2 MdmX PPI: -14; Jurkat NFkB inh: 5; tim10-1 inh: 21; tim23-1 inh: -4; TIM10 inh: 35

Results for COc1ccc(OCC(=O)Nc2ccccc2N2CCCCC2)cc1 ?
UPR XBP1 act: 4; CHOP UPR activ: 2.6; 697 NFkB inh: 4; Mdm2 MdmX PPI: 61*; Jurkat NFkB inh: 64*; tim10-1 inh: 1; tim23-1 inh: 7; TIM10 inh: 18

What do the screens show for `COc1ccc2[nH]c3c(c2c1)CCN1C(=O)C(CC(=O)NCCN2CCOCC2)C[C@H](C(=O)N2CCCCC2)[C@@]31C` (some centres undefined)?
UPR XBP1 act: 3; CHOP UPR activ: 1.6; 697 NFkB inh: 8; Mdm2 MdmX PPI: -5; tim10-1 inh: 15; tim23-1 inh: 33; TIM10 inh: -8

What do the screens show for `Cc1ccc2nsnc2c1S(=O)(=O)NCCc1c(C)[nH]c2ccc(F)cc12`?
UPR XBP1 act: 3; CHOP UPR activ: -1.5; 697 NFkB inh: 8; Mdm2 MdmX PPI: 11; Jurkat NFkB inh: -1; tim10-1 inh: 6; tim23-1 inh: 19; TIM10 inh: 4

Results for O=C(Oc1cccc(NC(=O)c2ccccc2Cl)c1)c1ccc([N+](=O)[O-])cc1 ?
UPR XBP1 act: 0; CHOP UPR activ: 0.3; 697 NFkB inh: -16; Mdm2 MdmX PPI: -3; Jurkat NFkB inh: -39; tim10-1 inh: 31; tim23-1 inh: 27; TIM10 inh: 15

How did N#CC1=C(N)c2ccccc2CC12CCCCC2 do in these assays?
UPR XBP1 act: -2; CHOP UPR activ: -0.9; 697 NFkB inh: -17; Mdm2 MdmX PPI: 12; Jurkat NFkB inh: -4; tim10-1 inh: 8; tim23-1 inh: 51*; TIM10 inh: 20

Results for COC(=O)C1C(O)=C(C(C)=N)C(=O)CC1(C)C (centres undefined) ?
UPR XBP1 act: -5; CHOP UPR activ: 1.9; 697 NFkB inh: -16; Mdm2 MdmX PPI: -3; Jurkat NFkB inh: -10; tim10-1 inh: -14; tim23-1 inh: 1; TIM10 inh: -9

What do the screens show for `Cc1cc(C)cc(OCC(=O)OCC(=O)NC2CC2)c1`?
UPR XBP1 act: -3; CHOP UPR activ: -0.5; 697 NFkB inh: 24; Mdm2 MdmX PPI: 2; Jurkat NFkB inh: 10; tim10-1 inh: -15; tim23-1 inh: 7; TIM10 inh: -2

How did COc1ccc(C(=O)N[C@H](C(=O)OCn2nnc3ccccc3c2=O)C(C)C)cc1 do in these assays?
UPR XBP1 act: -2; CHOP UPR activ: 1.2; 697 NFkB inh: 18; Mdm2 MdmX PPI: 9; Jurkat NFkB inh: 3; tim10-1 inh: 19; tim23-1 inh: 16; TIM10 inh: 8

What do the screens show for `Cn1nc([N+](=O)[O-])nc1N1CCN(c2ccc(F)cc2)CC1`?
UPR XBP1 act: -2; CHOP UPR activ: 1.2; 697 NFkB inh: 20; Mdm2 MdmX PPI: 12; Jurkat NFkB inh: -6; tim10-1 inh: 13; tim23-1 inh: 9; TIM10 inh: 37

Pulled by compound from above, 3 records:
How did COc1ccc(C(=O)N[C@H](C(=O)OCn2nnc3ccccc3c2=O)C(C)C)cc1 do in these assays?
UPR XBP1 act: -2; CHOP UPR activ: 1.2; 697 NFkB inh: 18; Mdm2 MdmX PPI: 9; Jurkat NFkB inh: 3; tim10-1 inh: 19; tim23-1 inh: 16; TIM10 inh: 8

What do the screens show for `COc1ccc2[nH]c3c(c2c1)CCN1C(=O)C(CC(=O)NCCN2CCOCC2)C[C@H](C(=O)N2CCCCC2)[C@@]31C` (some centres undefined)?
UPR XBP1 act: 3; CHOP UPR activ: 1.6; 697 NFkB inh: 8; Mdm2 MdmX PPI: -5; tim10-1 inh: 15; tim23-1 inh: 33; TIM10 inh: -8

How did N#CC1=C(N)c2ccccc2CC12CCCCC2 do in these assays?
UPR XBP1 act: -2; CHOP UPR activ: -0.9; 697 NFkB inh: -17; Mdm2 MdmX PPI: 12; Jurkat NFkB inh: -4; tim10-1 inh: 8; tim23-1 inh: 51*; TIM10 inh: 20

(more compounds)
What do the screens show for `O=C(NCCc1ccccc1)Oc1ccc(Cl)cc1`?
UPR XBP1 act: 1; CHOP UPR activ: 5.0; 697 NFkB inh: -34; Mdm2 MdmX PPI: 11; Jurkat NFkB inh: -18; tim10-1 inh: 14; tim23-1 inh: 23; TIM10 inh: 13

What do the screens show for `COc1cc(C(=O)Nc2ccc(S(=O)(=O)NC(C)(C)C)cc2)cc(OC)c1OC`?
UPR XBP1 act: -5; CHOP UPR activ: -1.7; 697 NFkB inh: 18; Mdm2 MdmX PPI: 13; Jurkat NFkB inh: 8; tim10-1 inh: 3; tim23-1 inh: 19; TIM10 inh: 14

How did O=c1c2ccccc2[nH]c(=S)n1CCCN1CCN(c2ccccc2F)CC1 do in these assays?
UPR XBP1 act: -3; CHOP UPR activ: 2.9; 697 NFkB inh: -50; Mdm2 MdmX PPI: 66*; Jurkat NFkB inh: -3; tim10-1 inh: 31; tim23-1 inh: 21; TIM10 inh: 5

How did O=C(N=C1SC2CS(=O)(=O)CC2N1c1c(Cl)cccc1Cl)C1CC1 (centres undefined) do in these assays?
UPR XBP1 act: -6; CHOP UPR activ: 2.2; 697 NFkB inh: -14; Mdm2 MdmX PPI: 8; Jurkat NFkB inh: 1; tim10-1 inh: 0; tim23-1 inh: 3; TIM10 inh: -9

How did CC(C)Cn1c(=O)c(C(=O)Nc2cnccn2)c(O)c2ccccc21 do in these assays?
UPR XBP1 act: 5; CHOP UPR activ: 1.7; 697 NFkB inh: 15; Mdm2 MdmX PPI: 31; Jurkat NFkB inh: 1; tim10-1 inh: -16; tim23-1 inh: 22; TIM10 inh: 10

How did O=C(O)/C=C\c1ccccc1Oc1cccc(Cl)c1 do in these assays?
UPR XBP1 act: -2; CHOP UPR activ: -3.1; 697 NFkB inh: 0; Mdm2 MdmX PPI: 6; Jurkat NFkB inh: 0; tim10-1 inh: 7; tim23-1 inh: 12; TIM10 inh: -10

How did Brc1ccc(C2=Nn3c(nnc3-c3cccnc3)SC2)s1 do in these assays?
UPR XBP1 act: -1; CHOP UPR activ: -0.3; 697 NFkB inh: -17; Mdm2 MdmX PPI: -20; Jurkat NFkB inh: -7; tim10-1 inh: 21; tim23-1 inh: 2; TIM10 inh: 8

How did Cc1ccc(S(=O)(=O)N(C)C)cc1NC(=O)COC(=O)/C=C/c1cccs1 do in these assays?
UPR XBP1 act: -3; CHOP UPR activ: 1.2; 697 NFkB inh: 20; Mdm2 MdmX PPI: -8; Jurkat NFkB inh: -2; tim10-1 inh: -10; tim23-1 inh: 8; TIM10 inh: 3

How did CC1CCN(S(=O)(=O)c2csc(C(=O)Nc3ccccc3)c2)CC1 do in these assays?
UPR XBP1 act: -5; CHOP UPR activ: -2.9; 697 NFkB inh: 3; Mdm2 MdmX PPI: 15; Jurkat NFkB inh: 0; tim10-1 inh: 12; tim23-1 inh: 15; TIM10 inh: 9

Results for COc1ccc(-c2ccc(OC)c([C@H]3[C@@H]4C=CCC[C@@]4(C)C(=O)N3Cc3ccccc3)c2)cc1OC ?
UPR XBP1 act: 8; CHOP UPR activ: 2.2; 697 NFkB inh: -31; Mdm2 MdmX PPI: 2; Jurkat NFkB inh: 12; tim10-1 inh: 25; tim23-1 inh: 34; TIM10 inh: 16

How did Cc1[nH]n(-c2cccc3ccccc23)c(=O)c1/C=N/c1sc2c(c1C#N)CCC2 do in these assays?
UPR XBP1 act: -1; CHOP UPR activ: -2.6; 697 NFkB inh: -5; Mdm2 MdmX PPI: 15; Jurkat NFkB inh: 0; tim10-1 inh: 17; tim23-1 inh: 12; TIM10 inh: 3

What do the screens show for `CC(C)c1ccc(N(C(=O)c2ccc3c(c2)OCO3)C2C=CS(=O)(=O)C2)cc1` (centres undefined)?
UPR XBP1 act: -1; CHOP UPR activ: -0.8; 697 NFkB inh: -11; Mdm2 MdmX PPI: 20; Jurkat NFkB inh: 0; tim10-1 inh: 20; tim23-1 inh: 24; TIM10 inh: -2

What do the screens show for `Cc1occc1C(=O)NNC(=O)Nc1ccc([N+](=O)[O-])cc1`?
UPR XBP1 act: 5; CHOP UPR activ: -1.2; 697 NFkB inh: 12; Mdm2 MdmX PPI: 8; Jurkat NFkB inh: 18; tim10-1 inh: -3; tim23-1 inh: 2; TIM10 inh: 15

How did CCOC(=O)C(C(=O)OCC)c1c([N+](=O)[O-])c(=O)n2c3c(cccc13)CCC2 do in these assays?
UPR XBP1 act: -2; CHOP UPR activ: 0.6; 697 NFkB inh: 14; Mdm2 MdmX PPI: 2; Jurkat NFkB inh: -2; tim10-1 inh: 24; tim23-1 inh: 19; TIM10 inh: -8

Assay outcomes from PubChem.

Compounds as they come. Share with any hit: about 6.6%.
